Screens from PubChem BioAssay.
IL-1B inflam inh = inhibitors of inflammasome signaling (IL-1 beta secretion) | THP-1 LPS/ATP IL-1B secretion, AlphaLISA, 16 h; stronger effect = lower value | activity change, % at 57.5 µM | hit rate 4.7% among 360,000 | AID 743279; in the data active = activity change below about -50%; inconclusive = mostly about -30% to -49%; note: % is set by controls: 0 for no effect and ±100 for the full control effect
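THP-1 cells pretreated 1 hr with compounds (up to 57.5 uM final), then stimulated with LPS (250 ng/mL final) plus ATP (1.25 mM final); secreted IL-1B measured by AlphaLISA after 16 hr, decreased signal indicating inhibition.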
A549 tox = counter-screen for Nrf2 inhibitors: cytotoxicity in A549 cells | A549 ARE-Fluc cells, CellTiter-Fluor viability, 18-24 h | Potency, µM (series often up to 46 µM), for the others: top-dose activity change, negative = cytotoxicity, most hits filed as inhibitors | hit rate 0.16% among 390,000 | AID 504648; note: potency is the fitted concentration of half-maximal effect; % is set by controls: 0 for no effect and ±100 for the full control effect
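A549 ARE-Fluc cells in 5% FBS OPTI-MEM, 5000 cells/well, rested 2 h then exposed to compounds in concentration-response for 18-24 h at 37 °C. Viability by CellTiter-Fluor fluorescence (Ex 405/Em 525) after 30 min; luciferase luminescence (BugLite, 15 min, RT) read afterwards.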
Nrf2 ARE act = Nrf2 pathway activation. hit rate 0.31% among 410,000. AID 624171. AREc32 ARE-luciferase reporter (MCF7-derived line), luminescence, 24 h. Potency, µM (highest dose often 46.1 µM), without a hit: at the top dose activation, actives largely listed as activators; note: potency is the fitted concentration of half-maximal effect; % of control where 0% means no effect; nearly all actives have a fitted effect of over 65% in size
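ARE activation measured as luciferase luminescence (Steady-Glo, 30 min RT) in AREc32_Fluc cells after 24 hr compound exposure at 37 deg C, 5% CO2; cells seeded overnight at 1000/well in OPTI-MEM, 5% FBS.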
ATXN2 expr inh = reduces ATXN2 reporter expression in HEK-293 cells | HEK-293 ATXN2-luciferase reporter, luminescence, 24 h | Potency, µM (top dose mostly 57 µM), for the others: at the highest dose activity change, negative = inhibition, actives largely listed as inhibitors | hit rate 0.72% among 360,000; note: potency is the fitted concentration of half-maximal effect; % is set by controls: 0 for no effect and ±100 for the full control effect; nearly all actives have a fitted effect of over 55% in size
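qHTS (up to 57 uM final) was run with 24 h compound exposure of reporter cells at 37 °C. Each well was multiplexed: SteadyGlo luminescence measured ATXN2-luciferase expression after a fluorogenic Gly-Phe-AFC viability readout (25 uM final).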
Nrf2 inh = blocks Nrf2 signaling | Potency, µM (titrated, usually from 46 µM), inactives show top-dose activity change, negative = inhibition, actives largely listed as inhibitors | A549 ARE-Fluc reporter, luciferase luminescence, 18-24 h | hit rate 2.1% among 360,000; note: potency is the fitted concentration of half-maximal effect; % is set by controls: 0 for no effect and ±100 for the full control effect; nearly all actives have a fitted effect of over 60% in size
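Quantitative HTS in A549 cells stably bearing an antioxidant response element-firefly luciferase construct. Inhibition of Nrf2-driven transcription was scored by luminescence after 18-24 h of compound exposure at 37 °C.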
TGFb SMAD3 inh = blocks TGF-b signaling | HepG2 CAGA-GFP TGF-b/SMAD3 reporter, GFP fluorescence, 18 h; TGF-beta stimulated, 500 pg/mL final | Potency, µM (titrated, usually from 46.1 µM), without a hit: at the top dose activity, negative = inhibition, actives largely listed as inhibitors | hit rate 1.2% among 410,000; note: potency is the fitted concentration of half-maximal effect; % is set by controls: 0 for no effect and ±100 for the full control effect; nearly all actives have a fitted effect of over 65% in size
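Per well, imaged GFP fluorescence of HEPG2 CAGA-GFP cells gives the signal; cells get compound, then TGF-beta (500 pg/mL final), 18 h at 37 degrees C; %Activity versus -TGF-beta and +DMSO controls.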
S2 tox = cell viability loss in ATXN counter-screen. hit rate 0.49% among 400,000. S2 cells (HEK-293 line with an ATXN2-luciferase reporter) viability, CellTiter-Fluor protease fluorescence, 24 h. Potency, µM (top dose mostly 56.7 µM), usual class: cytotoxic; note: potency is the fitted concentration of half-maximal effect; nearly all actives have a fitted effect of over 40% in size
MCF10A rereplic = inducers of DNA re-replication in MCF 10A breast cells. MCF 10A DNA re-replication, Hoechst nuclear intensity, 48 h. Potency, µM (top dose mostly 46.1 µM), for inactives: at the highest dose activity, positive = re-replication, actives largely listed as activators. hit rate 2.9% among 350,000; note: potency is the fitted concentration of half-maximal effect; % of control where 0% means no effect; nearly all actives have a fitted effect of over 50% in size
HepG2 viability = kills HepG2 cells in TGF-b inhibitor counter-screen; HepG2 CAGA-GFP viability, ATP luminescence, 18 h; hit rate 0.76% among 410,000; Potency, µM (titrated, usually from 46.1 µM), for inactives: at the highest dose activity change, negative = cytotoxicity, usual class: cytotoxic; note: potency is the fitted concentration of half-maximal effect; some results filed as inactive show a strong effect at the top dose
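CellTiter-Glo luminescence gave cytotoxicity after 18 hours at 37 degrees C. The cells were HepG2 CAGA-GFP in 1% FBS DMEM, stimulated with 500 pg/mL TGF-beta after compound addition. %Activity was normalised to no-cell wells (complete cell-killing) and DMSO (no toxicity), and curves were fitted and classified.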
The depositor's hits bear a star; [ ] = remark or other dose. Unless noted, calls come from the whole dose curve; as a rule, active = well fitted curve in the direction sought with a large enough effect; inconclusive = small, poorly fitted or top-dose-only effect, or another doubt; inactive = no such curve, though single readings can be large; an effect the other way counts as inactive or inconclusive. Outcome played no part in choosing rows (roughly 8.8% active in at least one column).

What do the screens show for `Cc1nc(CN(C)c2ncnc3ccc(-c4ccc5c(c4)OCO5)cc23)cs1`?
A549 tox: 1%; Nrf2 ARE act: 4.2%; ATXN2 expr inh: inconclusive; Nrf2 inh: inconclusive; TGFb SMAD3 inh: inconclusive; S2 tox: inconclusive; HepG2 viability: -40%

What do the screens show for `COc1ccccc1CNS(=O)(=O)c1ccc2c(c1)NC(=O)C(C)S2` (stereo unspecified)?
IL-1B inflam inh: 63; A549 tox: -6%; Nrf2 ARE act: 0.4%; ATXN2 expr inh: -5%; Nrf2 inh: inconclusive; TGFb SMAD3 inh: inconclusive; S2 tox: inactive; MCF10A rereplic: 1%; HepG2 viability: -14%

Results for Cn1cccc1C(=O)OCC(=O)Nc1ccc2c(c1)OCCO2 ?
IL-1B inflam inh: -11; A549 tox: 0%; Nrf2 ARE act: -1.8%; ATXN2 expr inh: -23%; Nrf2 inh: inconclusive; TGFb SMAD3 inh: -6%; S2 tox: inconclusive; MCF10A rereplic: -1%; HepG2 viability: -6%

What do the screens show for `Cc1cccc(C(=O)N2c3ccccc3C(=O)OC2c2ccc3c(c2)OCO3)c1` (stereo unspecified)?
IL-1B inflam inh: 27; A549 tox: -2%; Nrf2 ARE act: 0.1%; ATXN2 expr inh: 24%; Nrf2 inh: inconclusive; TGFb SMAD3 inh: 0%; S2 tox: inactive; MCF10A rereplic: 8%; HepG2 viability: -51%

How did Cc1sc2ncn(CC(=O)Nc3ccc(F)cc3F)c(=O)c2c1S(=O)(=O)N1CCC(C)CC1 do in these assays?
A549 tox: 1%; Nrf2 ARE act: -0.3%; ATXN2 expr inh: 7%; Nrf2 inh: -14%[9.27 µM]; TGFb SMAD3 inh: 26%; S2 tox: inactive; HepG2 viability: 2%

How did O=C(CN(Cc1ccccc1Cl)C(=O)c1ccc(CN2CCOCC2)o1)NCc1ccccc1 do in these assays?
IL-1B inflam inh: -1; A549 tox: 11%; Nrf2 ARE act: 0.3%; ATXN2 expr inh: 7%; Nrf2 inh: 2%; TGFb SMAD3 inh: -5%; S2 tox: inactive; MCF10A rereplic: 9%; HepG2 viability: 8%

How did CCNC(=O)NC(=O)C(C)OC(=O)C1CCN(S(=O)(=O)c2ccccc2C(=O)OC)CC1 (stereo unspecified) do in these assays?
IL-1B inflam inh: 31; A549 tox: -1%; Nrf2 ARE act: -0.4%; ATXN2 expr inh: -12%; Nrf2 inh: 9%; TGFb SMAD3 inh: -1%; S2 tox: inactive; MCF10A rereplic: -14%; HepG2 viability: -4%

Results for O=C(Nc1cc(Cl)cc(Cl)c1)c1cccc(OC(F)F)c1 ?
IL-1B inflam inh: -95*; A549 tox: 9%; Nrf2 ARE act: 3.4%; ATXN2 expr inh: inconclusive; Nrf2 inh: inconclusive; TGFb SMAD3 inh: inconclusive; S2 tox: inactive; MCF10A rereplic: inconclusive; HepG2 viability: -49%

What do the screens show for `Cc1nc(Cn2c3ccc(NC(=S)NC4CCCCC4)cc3c(=O)n2C)cs1`?
IL-1B inflam inh: 7; Nrf2 ARE act: 0.9%; ATXN2 expr inh: 1%; TGFb SMAD3 inh: -12%; S2 tox: inactive; HepG2 viability: -10%

How did O=C(Nc1cccc2c1N(C(=O)c1ccco1)CCC2)c1ccco1 do in these assays?
IL-1B inflam inh: 15; A549 tox: -14%; Nrf2 ARE act: 0.0%; Nrf2 inh: 3%; TGFb SMAD3 inh: 0%; S2 tox: inactive; MCF10A rereplic: -4%; HepG2 viability: -70%

How did CC(C)C(NC(=O)c1c(F)cccc1F)C(=O)OCN1C(=O)c2ccccc2C1=O (stereo unspecified) do in these assays?
IL-1B inflam inh: 18; A549 tox: -3%; Nrf2 ARE act: 0.1%; ATXN2 expr inh: -1%; Nrf2 inh: 4%; TGFb SMAD3 inh: -28%; S2 tox: inactive; MCF10A rereplic: 0%; HepG2 viability: 3%

What do the screens show for `CCc1ccccc1NC(=O)COc1ccc2c(=O)c(Oc3cc(C)ccc3C)coc2c1`?
IL-1B inflam inh: 5; A549 tox: 12%; Nrf2 ARE act: -0.7%; ATXN2 expr inh: 0%; Nrf2 inh: -2%; TGFb SMAD3 inh: 3%; S2 tox: inactive; MCF10A rereplic: 3%; HepG2 viability: -7%

How did CCOc1ccccc1NC(=O)CCCNC(=O)c1ccc(Cl)cc1 do in these assays?
IL-1B inflam inh: 28; A549 tox: 1%; Nrf2 ARE act: 3.5%; ATXN2 expr inh: -6%; Nrf2 inh: -17%; TGFb SMAD3 inh: 0%; S2 tox: inactive; MCF10A rereplic: 3%; HepG2 viability: -3%

What do the screens show for `N#CC1=C(N)NC(SCC(=O)Nc2ccccc2)=C(C#N)C12CCCC2`?
IL-1B inflam inh: -15; A549 tox: -3%; Nrf2 ARE act: 0.8%; ATXN2 expr inh: -25%; TGFb SMAD3 inh: inconclusive; S2 tox: inactive; MCF10A rereplic: 5%; HepG2 viability: -18%

What do the screens show for `Cc1ccc2nc(NCc3ccccc3)[nH]c2c1`?
IL-1B inflam inh: -73*; A549 tox: -6%; Nrf2 ARE act: 3.1%; ATXN2 expr inh: 6%; Nrf2 inh: inconclusive; TGFb SMAD3 inh: -17%; S2 tox: inconclusive; MCF10A rereplic: inconclusive; HepG2 viability: -30%

Two successive entries already listed, quoted:
Results for O=C(Nc1cc(Cl)cc(Cl)c1)c1cccc(OC(F)F)c1 ?
IL-1B inflam inh: -95*; A549 tox: 9%; Nrf2 ARE act: 3.4%; ATXN2 expr inh: inconclusive; Nrf2 inh: inconclusive; TGFb SMAD3 inh: inconclusive; S2 tox: inactive; MCF10A rereplic: inconclusive; HepG2 viability: -49%

What do the screens show for `Cc1nc(Cn2c3ccc(NC(=S)NC4CCCCC4)cc3c(=O)n2C)cs1`?
IL-1B inflam inh: 7; Nrf2 ARE act: 0.9%; ATXN2 expr inh: 1%; TGFb SMAD3 inh: -12%; S2 tox: inactive; HepG2 viability: -10%

(continued)
Results for COC(=O)c1ccccc1NC(=O)c1c(C)oc2ncn(C)c(=O)c12 ?
A549 tox: 3%; Nrf2 ARE act: 0.4%; ATXN2 expr inh: 8%; Nrf2 inh: -7%; TGFb SMAD3 inh: inconclusive; S2 tox: inactive; HepG2 viability: 4%

How did O=C(COc1ccc2c(c1)oc(=O)c1ccccc12)NCC1CCC(C(=O)O)CC1 (stereo unspecified) do in these assays?
IL-1B inflam inh: -14; A549 tox: 1%; Nrf2 ARE act: -0.8%; ATXN2 expr inh: -6%; Nrf2 inh: -11%; TGFb SMAD3 inh: 19%; S2 tox: inactive; MCF10A rereplic: -1%; HepG2 viability: -3%

What do the screens show for `Cc1nc(CC(=O)c2ccc(O)cc2O)cs1`?
IL-1B inflam inh: 11; A549 tox: -2%; Nrf2 ARE act: -0.2%; ATXN2 expr inh: 23%; Nrf2 inh: 4%; TGFb SMAD3 inh: -12%; S2 tox: inactive; MCF10A rereplic: -190%[0.0737 µM]; HepG2 viability: 0%

How did COc1cc(/C=C(\C#N)c2nc3ccccc3[nH]2)cc(Br)c1OCc1ccc(F)cc1 do in these assays?
IL-1B inflam inh: 2; A549 tox: 1%; Nrf2 ARE act: 0.7%; ATXN2 expr inh: -11%; Nrf2 inh: -18%; TGFb SMAD3 inh: 6%; S2 tox: inactive; MCF10A rereplic: 8.2µM*; HepG2 viability: -28%

Results for Cc1cccc(C(=O)Nc2nc3nc(-c4ccccc4)cc(=O)n3[nH]2)c1 ?
A549 tox: -1%; Nrf2 ARE act: -1.1%; ATXN2 expr inh: 6%; Nrf2 inh: 9%; TGFb SMAD3 inh: -4%; S2 tox: inactive; HepG2 viability: 1%

How did CCc1[nH]nc(C(=O)N2CCCC(C(=O)c3cccc(C(F)(F)F)c3)C2)c1C (stereo unspecified) do in these assays?
IL-1B inflam inh: 15; A549 tox: -7%; Nrf2 ARE act: -0.1%; ATXN2 expr inh: -7%; Nrf2 inh: inconclusive; TGFb SMAD3 inh: -21%; S2 tox: inactive; MCF10A rereplic: 7%; HepG2 viability: -3%

Results for COc1ccc2c(C(=O)CN(C)C3CCCCC3)c[nH]c2c1 ?
IL-1B inflam inh: 20; A549 tox: 3%; Nrf2 ARE act: 3.4%; ATXN2 expr inh: 6%; Nrf2 inh: 12%; TGFb SMAD3 inh: -32%; S2 tox: inactive; MCF10A rereplic: -4%; HepG2 viability: 10%

What do the screens show for `C=CCN(c1ccccc1C(=O)NCC(=O)O)S(=O)(=O)c1ccccc1C`?
IL-1B inflam inh: 22; A549 tox: 1%; Nrf2 ARE act: -0.7%; ATXN2 expr inh: 3%; Nrf2 inh: 1%; TGFb SMAD3 inh: 3%; S2 tox: inactive; MCF10A rereplic: -5%; HepG2 viability: 3%

What do the screens show for `Cn1cc(S(=O)(=O)N2CCNCC2)cc1C(N)=O`?
IL-1B inflam inh: -5; A549 tox: 0%; Nrf2 ARE act: -0.8%; ATXN2 expr inh: 1%; Nrf2 inh: -3%; TGFb SMAD3 inh: -10%; S2 tox: inactive; MCF10A rereplic: -2%; HepG2 viability: 1%

Results for O=S(=O)(Nc1ccc(-c2nc3cccnc3s2)cc1)c1ccc(Cl)s1 ?
IL-1B inflam inh: 9; A549 tox: 6%; Nrf2 ARE act: 9.2%; ATXN2 expr inh: 22%; Nrf2 inh: inconclusive; TGFb SMAD3 inh: inconclusive; S2 tox: inactive; MCF10A rereplic: 8.2µM*; HepG2 viability: -44%
